MT stabilizer = microtubule stabilization, imaging screen | HeLa tubulin immunostaining HCS, 24 h; share of cells brighter than vehicle mean+2SD | % tubulin-high responders, % at 10 µM | 200,000 tested, 0.83% active | AID 2205;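 active = plate Z-score above 3 for both tubulin-high and condensed-nucleus cell shares, with cell loss under 80%, at 10 µM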;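 also: anti alpha tubulin signal scored within the nucleus-defined area of each cell; some results filed as inactive read as strong as hits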
P. falciparum M17LAP = P. falciparum M17LAP inhibitors, primary screen, biochemical, fluorogenic H-Leu-NHMec substrate, 1536-well (AID 1619) | 220,000 tested, 0.38% active | recombinant M17LAP, H-Leu-NHMec fluorogenic kinetic assay; higher % means a stronger effect | one-dose inhibition, % at 30 µM; IC50 in µM for titrated hits;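 active = compound inhibiting the enzyme by more than half at any dose during confirmatory dose-response retesting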;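 also: plate controls were full reaction with DMSO carrier for no effect and no enzyme background for full effect; strong numbers were not always called active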
NOD1 NF-kB reporter = inhibition of NOD1-driven NF-kB reporter – cell-based, luminescence, uHTS, primary screen (AID 1578); NOD1-driven NF-kB luciferase reporter cells, luminescence; higher % means a stronger effect; 290,000 tested, 1% active; inhibition, % at 4 µM, or EC50 in µM where a hit was titrated; in the data active = inhibition mostly above about 36%, no sharp cut-off; inactive = mostly below about 34%;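 also: HEK-293T reporter cells stimulated with the NOD1 agonist gamma-tri-DAP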
Autophagy mod = autophagy modulation, high-content screen | MEF GFP-LC3 puncta imaging; test concentration mostly 10 µM | calls only at 10 µM (by protocol) | 190,000 tested, 0.98% active;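 active = percentage of spot-positive cells more than 3 SD above its plate mean, without a fluorescence outlier flag or 80% toxicity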;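 also: spot-positive cell cutoff set from DMSO-treated cells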
b-catenin transl = modulators of beta-catenin nuclear translocation. HeLa beta-catenin nuclear translocation, immunofluorescence imaging. AID 1665. nuclear translocation activity, % at 5 µM. 190,000 tested, 0.3% active;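 active = nuclear translocation activity above 50% at 5 µM, with a well cell count of 50 or more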;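 also: per-cell ratio of nuclear to cytoplasmic median beta-catenin stain intensity; plate controls were DMSO negative control for no effect and GSK-3 inhibitor IX positive control for full effect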
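Assay system: human HeLa cells, native beta-catenin; doses: 5 µM primary, 0.02–20 µM confirmation; incubation: compound treatment 24 h, 37°C, 5% CO2; technique: fluorescence imaging of beta-catenin antibody stain plus DAPI; measure: % activation, nuclear-to-cytoplasmic median beta-catenin signal ratio per cell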
Yfh1-depleted yeast = mitochondrial function rescue without frataxin homolog – Friedreich's ataxia, plus single-dose screen, dose response (AID 1465). S. cerevisiae Yfh1-off respiration, WST-1 reduction, 72 h; higher fold induction means a stronger effect. fold induction at 50 µM; hits with a dose series show EC50 in µM. 220,000 tested, 0.074% active;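 active = fold induction of absorbance versus untreated yeast above a set limit, then at least 30% activation at any dose in follow-up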;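 also: activators that raise dye reduction in frataxin-depleted yeast; strong numbers were not always called active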
Insulin prom up = MIN6 insulin promoter up-regulation; 190,000 tested, 0.3% active; AID 1625; z-score at 5 µM; MIN6 insulin promoter-GFP reporter, high-content imaging; stronger effect = higher value;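 active = z-score above 3 at 5 µM with at least 500 cells counted in the well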
NOD2 inhibition = NOD2 signaling inhibitors, cell-based, luminescence, uHTS, HEK293 (AID 1566) | HEK293 NOD2/NF-kB luciferase reporter, luminescence; higher % means a stronger effect | one-dose inhibition, % at 4 µM; EC50 in µM for titrated hits | 290,000 tested, 0.63% active; in the data active = inhibition above about 50%; also: many of its hits are not listed in these tables
Dynein transport = blocks dynein driven cargo transport along microtubules; 3617.4 mouse cells, GR-EGFP nuclear translocation imaging; test concentration mostly 20 µM; stimulated with dexamethasone, 1 µM; stronger effect = lower value; z-score, hits read low; 220,000 tested, 0.47% active;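 active = plate z-score of nuclear minus cytoplasmic receptor signal below a set negative limit, without overly bright fluorescence or cell loss, cut at about -3.5 in these data, passing the limit was not always enough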;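 also: z-score of nuclear minus cytoplasmic ring GR-EGFP intensity difference per well; some compounds called inactive have numbers as strong as hits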
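medium = tetracycline-free induction medium containing charcoal-stripped FBS | probe or stimulus = dexamethasone, 1.0 µM final | timing = 48 h induction, then 1 h compound, then 30 min agonist, 37 °C | detection = automated 10x imaging of fixed Hoechst-stained cells | read-out basis = nuclear versus cytoplasmic GR-EGFP signal, averaged per well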
Dynein transport cytoplasmic EGFP = further read-out of Dynein transport, marked with its call; z-score; measured here: cytoplasmic GR-EGFP intensity; stronger effect = higher value
Dynein transport nuclear GR-EGFP = recorded beside Dynein transport, whose call it bears; z-score; measured here: nuclear GR-EGFP intensity;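 lower value marks the stronger effect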
Dynein transport cell count = recorded beside Dynein transport, whose call it bears; z-score; measured here: cell count per field
Insulin prom up cell count = also measured in Insulin prom up; calls as there; cell count; measured here: cytotoxicity, nuclei count;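 total cells summed across four imaged fields per well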
b-catenin transl cell count 5 µM = second read-out of b-catenin transl, no call of its own (marks repeat the call); cell count; measured here: cell count, cytotoxicity flag
MT stabilizer Hoechst-high % = second read-out of MT stabilizer, no call of its own (marks repeat the call); % Hoechst-high responders; measured here: nuclear condensation Hoechst responders;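 share of cells brighter than vehicle mean plus two SD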
MT stabilizer cytotoxicity % = further read-out of MT stabilizer, marked with its call; toxicity, %; measured here: cytotoxicity by cell density;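 0% = mean cell density of plate MIN control wells and 100% = no cells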
Autophagy mod cell loss 18 h = also measured in Autophagy mod; calls as there; toxicity, %; measured here: cell loss, nuclei count;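 cell loss after 18 h compound exposure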
The depositor's hits bear a star. The list is partial (hit frequency here may not be typical).

Cc1nn(-c2ccccc2)nc1C(=O)c1c(C)[nH]n(-c2ccccc2)c1=O was read as P. falciparum M17LAP 16%, NOD1 NF-kB reporter -3%, b-catenin transl -0.7, Yfh1-depleted yeast inactive, NOD2 inhibition 32%, Dynein transport 0.47, Dynein transport cytoplasmic EGFP -0.17, Dynein transport nuclear GR-EGFP 0.83, Dynein transport cell count -1.5 and b-catenin transl cell count 5 µM 1359.
O=C(Nc1cccc(C(=O)N2CCN(c3cccc(Cl)c3)CC2)c1)c1ccccc1 was read as MT stabilizer 9.7, P. falciparum M17LAP -3%, NOD1 NF-kB reporter -12%, Autophagy mod inactive, b-catenin transl 5.9, Yfh1-depleted yeast inactive, Insulin prom up -1.2, NOD2 inhibition 20%, Dynein transport -0.41, Dynein transport cytoplasmic EGFP -0.24, Dynein transport nuclear GR-EGFP -0.1, Dynein transport cell count 0.5, Insulin prom up cell count 1536, b-catenin transl cell count 5 µM 909, MT stabilizer Hoechst-high % 11, MT stabilizer cytotoxicity % 14 and Autophagy mod cell loss 18 h 2.
COc1ccc(-c2nc(N)ncc2Oc2ccccc2Br)c(O)c1 was read as MT stabilizer 17, P. falciparum M17LAP 1%, NOD1 NF-kB reporter 16%, Autophagy mod inactive, b-catenin transl 2.3, Yfh1-depleted yeast inactive, Insulin prom up -0.17, NOD2 inhibition 9%, Dynein transport 0.88, Dynein transport cytoplasmic EGFP -0.4, Dynein transport nuclear GR-EGFP 0.78, Dynein transport cell count 1.2, Insulin prom up cell count 1231, b-catenin transl cell count 5 µM 1107, MT stabilizer Hoechst-high % 8.2, MT stabilizer cytotoxicity % 24 and Autophagy mod cell loss 18 h 7.
For CCN(Cc1ccccc1)C(c1ccc(Cl)cc1)c1nnnn1C(C)(C)C (stereo not given) the results were MT stabilizer 2.9, P. falciparum M17LAP 8%, NOD1 NF-kB reporter -7%, Autophagy mod inactive, b-catenin transl -0.8, Yfh1-depleted yeast inactive, Insulin prom up -0.89, NOD2 inhibition -1%, Dynein transport -0.54, Dynein transport cytoplasmic EGFP -0.38, Dynein transport nuclear GR-EGFP -0.056, Dynein transport cell count 0.3, Insulin prom up cell count 1219, b-catenin transl cell count 5 µM 1406, MT stabilizer Hoechst-high % 2.1, MT stabilizer cytotoxicity % 5.2 and Autophagy mod cell loss 18 h -26.
COc1ccc(Cc2nnc(Nc3ccccc3OC)[nH]c2=O)cc1 was read as MT stabilizer 3.4, P. falciparum M17LAP -3%, NOD1 NF-kB reporter -8%, Autophagy mod inactive, b-catenin transl -0.6, Yfh1-depleted yeast inactive, Insulin prom up 0.1, NOD2 inhibition 22%, Dynein transport -0.63, Dynein transport cytoplasmic EGFP -0.3, Dynein transport nuclear GR-EGFP -0.14, Dynein transport cell count 0.41, Insulin prom up cell count 1300, b-catenin transl cell count 5 µM 1129, MT stabilizer Hoechst-high % 2.1, MT stabilizer cytotoxicity % 1.8 and Autophagy mod cell loss 18 h -29.
CC1CCCC(C)N1C(=O)CN1CCN(c2nc(-c3ccc(F)cc3)cs2)CC1 (stereo not given) was read as MT stabilizer 4.2, P. falciparum M17LAP -1%, NOD1 NF-kB reporter -13%, Autophagy mod inactive, b-catenin transl 0.5, Yfh1-depleted yeast inactive, Insulin prom up -0.03, NOD2 inhibition 10%, Dynein transport -0.83, Dynein transport cytoplasmic EGFP -0.12, Dynein transport nuclear GR-EGFP -0.99, Dynein transport cell count 0.55, Insulin prom up cell count 1678, b-catenin transl cell count 5 µM 1038, MT stabilizer Hoechst-high % 2.6, MT stabilizer cytotoxicity % 6.3 and Autophagy mod cell loss 18 h 17.
Screening COc1ccccc1NC(=O)CSc1nnc(-c2ccccc2)o1 returned MT stabilizer 2.1, P. falciparum M17LAP 9%, NOD1 NF-kB reporter -54%, Autophagy mod inactive, Yfh1-depleted yeast inactive, Insulin prom up -1.4, NOD2 inhibition -45%, Dynein transport 1.5, Dynein transport cytoplasmic EGFP 0.086, Dynein transport nuclear GR-EGFP 1.2, Dynein transport cell count -1.4, Insulin prom up cell count 918, MT stabilizer Hoechst-high % 2.9, MT stabilizer cytotoxicity % 8.7 and Autophagy mod cell loss 18 h 3.
`CCCn1c(C)nc2c(c1=O)c1nc3ccccc3nc1n2CCC1=CCCCC1` gave MT stabilizer 1.8, P. falciparum M17LAP -27%, NOD1 NF-kB reporter -6%, Autophagy mod inactive, b-catenin transl -1.6, Yfh1-depleted yeast inactive, Insulin prom up -0.74, NOD2 inhibition 12%, Dynein transport -1.1, Dynein transport cytoplasmic EGFP -0.2, Dynein transport nuclear GR-EGFP -0.55, Dynein transport cell count 1.6, Insulin prom up cell count 1105, b-catenin transl cell count 5 µM 1401, MT stabilizer Hoechst-high % 0.8, MT stabilizer cytotoxicity % 5.9 and Autophagy mod cell loss 18 h 0.
`CN(C)/C(Cn1cncn1)=C1/N=C(c2c(F)cccc2F)OC1=O` gave MT stabilizer 3.8, P. falciparum M17LAP 28%, NOD1 NF-kB reporter -24%, Autophagy mod inactive, b-catenin transl 1.6, Yfh1-depleted yeast inactive, Insulin prom up 0.33, NOD2 inhibition 6%, Dynein transport 0.12, Dynein transport cytoplasmic EGFP -0.14, Dynein transport nuclear GR-EGFP 0.24, Dynein transport cell count 0.15, Insulin prom up cell count 1363, b-catenin transl cell count 5 µM 1103, MT stabilizer Hoechst-high % 2.4, MT stabilizer cytotoxicity % 6.3 and Autophagy mod cell loss 18 h 10.
COc1ccccc1CN(Cc1cc2cc3c(cc2[nH]c1=O)OCCO3)Cc1nnnn1Cc1ccco1 was read as MT stabilizer 2.5, P. falciparum M17LAP -14%, NOD1 NF-kB reporter 33%, Autophagy mod inactive, b-catenin transl -5.5, Yfh1-depleted yeast inactive, Insulin prom up -0.61, NOD2 inhibition 9%, Dynein transport -1.1, Dynein transport cytoplasmic EGFP -0.18, Dynein transport nuclear GR-EGFP -1.1, Dynein transport cell count -0.21, Insulin prom up cell count 1555, b-catenin transl cell count 5 µM 1401, MT stabilizer Hoechst-high % 1.7, MT stabilizer cytotoxicity % 1.4 and Autophagy mod cell loss 18 h 3.
Cc1[nH]nc(Nc2ccccc2)c1[N+](=O)[O-] was read as MT stabilizer 2.2, P. falciparum M17LAP 7%, NOD1 NF-kB reporter 76%*, Autophagy mod inactive, b-catenin transl -3.4, Yfh1-depleted yeast inactive, Insulin prom up -0.37, NOD2 inhibition -49%, Dynein transport -0.61, Dynein transport cytoplasmic EGFP 1.1, Dynein transport nuclear GR-EGFP 0.65, Dynein transport cell count 0.052, Insulin prom up cell count 1567, b-catenin transl cell count 5 µM 1440, MT stabilizer Hoechst-high % 1.5, MT stabilizer cytotoxicity % 8.6 and Autophagy mod cell loss 18 h 10.
Screening O=C(CCN1C(=O)c2cccc3cccc(c23)C1=O)Nc1ccon1 returned MT stabilizer 1.7, P. falciparum M17LAP 5%, NOD1 NF-kB reporter -47%, Autophagy mod inactive, b-catenin transl -0.3, Yfh1-depleted yeast inactive, NOD2 inhibition 4%, Dynein transport -0.44, Dynein transport cytoplasmic EGFP -0.36, Dynein transport nuclear GR-EGFP -0.25, Dynein transport cell count 0.98, b-catenin transl cell count 5 µM 1124, MT stabilizer Hoechst-high % 1.7, MT stabilizer cytotoxicity % 6.8 and Autophagy mod cell loss 18 h 7.
`Cc1ccsc1C(=O)OCC(=O)NCc1ccc2c(c1)OCO2` gave MT stabilizer 1.7, P. falciparum M17LAP -8%, NOD1 NF-kB reporter 11%, Autophagy mod inactive, b-catenin transl -0.4, Yfh1-depleted yeast inactive, Insulin prom up 1.5, NOD2 inhibition -19%, Dynein transport -0.15, Dynein transport cytoplasmic EGFP -0.22, Dynein transport nuclear GR-EGFP 0.31, Dynein transport cell count 0.16, Insulin prom up cell count 1001, b-catenin transl cell count 5 µM 1206, MT stabilizer Hoechst-high % 1.6, MT stabilizer cytotoxicity % 2.6 and Autophagy mod cell loss 18 h 5.
`CC(C)n1c(-c2ccncc2)n[nH]c1=S` gave MT stabilizer 6.6, P. falciparum M17LAP 7%, NOD1 NF-kB reporter -12%, Autophagy mod inactive, b-catenin transl -1.2, Yfh1-depleted yeast inactive, Insulin prom up 0.79, NOD2 inhibition 15%, Dynein transport -0.055, Dynein transport cytoplasmic EGFP 0.28, Dynein transport nuclear GR-EGFP -0.094, Dynein transport cell count -0.18, Insulin prom up cell count 1360, b-catenin transl cell count 5 µM 1547, MT stabilizer Hoechst-high % 0.8, MT stabilizer cytotoxicity % 5.2 and Autophagy mod cell loss 18 h 3.

Looked up one by one from the list above:
`Cc1ccsc1C(=O)OCC(=O)NCc1ccc2c(c1)OCO2` gave MT stabilizer 1.7, P. falciparum M17LAP -8%, NOD1 NF-kB reporter 11%, Autophagy mod inactive, b-catenin transl -0.4, Yfh1-depleted yeast inactive, Insulin prom up 1.5, NOD2 inhibition -19%, Dynein transport -0.15, Dynein transport cytoplasmic EGFP -0.22, Dynein transport nuclear GR-EGFP 0.31, Dynein transport cell count 0.16, Insulin prom up cell count 1001, b-catenin transl cell count 5 µM 1206, MT stabilizer Hoechst-high % 1.6, MT stabilizer cytotoxicity % 2.6 and Autophagy mod cell loss 18 h 5.
COc1ccccc1CN(Cc1cc2cc3c(cc2[nH]c1=O)OCCO3)Cc1nnnn1Cc1ccco1 was read as MT stabilizer 2.5, P. falciparum M17LAP -14%, NOD1 NF-kB reporter 33%, Autophagy mod inactive, b-catenin transl -5.5, Yfh1-depleted yeast inactive, Insulin prom up -0.61, NOD2 inhibition 9%, Dynein transport -1.1, Dynein transport cytoplasmic EGFP -0.18, Dynein transport nuclear GR-EGFP -1.1, Dynein transport cell count -0.21, Insulin prom up cell count 1555, b-catenin transl cell count 5 µM 1401, MT stabilizer Hoechst-high % 1.7, MT stabilizer cytotoxicity % 1.4 and Autophagy mod cell loss 18 h 3.

Source: PubChem
